High-throughput results (PubChem)
iPSC survival up – enhancers of human iPSC single-cell survival | hiPSC single-cell survival, ATPlite luminescence; 100% = ROCK inhibitor wells, 0% = DMSO | survival enhancement, % at 20 µM | 360,000 compounds, 0.044% hits | AID 602274; in the data active = survival enhancement above about 18%;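 also: cells exposed to compounds for 16 hours before the ATP read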
NR2E3 ag-1 – agonists of human nuclear receptor NR2E3 | Q9Y5X4 | GST-NR2E3/biotin-RetCOR TR-FRET, 1536-well | inhibition of corepressor binding, % at 4.78 µM | 320,000 compounds, 0.12% hits | AID 2300;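 active = percent inhibition above the cutoff of mean plus 3 SD of all tested compounds, set per screening campaign, cut at about 20% in these data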;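 also: 0% = DMSO wells and 100% = biotin wells as full block of FRET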
Target sequence (Q9Y5X4 whole entry, looked up): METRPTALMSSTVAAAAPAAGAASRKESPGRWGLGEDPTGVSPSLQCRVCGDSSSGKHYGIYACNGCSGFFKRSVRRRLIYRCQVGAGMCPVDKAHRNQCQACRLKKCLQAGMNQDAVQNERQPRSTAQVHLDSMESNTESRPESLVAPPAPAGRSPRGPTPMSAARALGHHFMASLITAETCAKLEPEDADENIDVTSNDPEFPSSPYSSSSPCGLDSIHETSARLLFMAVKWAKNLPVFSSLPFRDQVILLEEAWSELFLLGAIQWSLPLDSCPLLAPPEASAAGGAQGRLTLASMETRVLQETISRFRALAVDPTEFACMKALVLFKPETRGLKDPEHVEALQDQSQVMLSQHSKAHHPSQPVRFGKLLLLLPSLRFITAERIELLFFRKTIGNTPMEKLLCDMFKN
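Material: NR2E3–RetCOR corepressor complex / Incubation: Compound–protein incubation for 5 h at 4 °C / Dosing: compound at 4.8 µM, single dose / Detection: time-resolved FRET / Benchmarks: high control biotin, low control 0.6% DMSO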
TRPM1 prom inh – reduces MITF-dependent TRPM1 promoter luciferase signal; SK-MEL-5 TRPM1 promoter luciferase, 24 h; inhibition, % at 12.5 µM; 330,000 compounds, 0.83% hits; AID 488899;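 active = mean inhibition across replicates of 60% or more, whatever share of single replicates reaches that level; inconclusive = some that reach 60%, reason not given; inactive = mean inhibition across replicates below 60%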; also: values of inactives mirror those of a sister screen read the other way
Exocytosis inh – blocks lytic granule exocytosis; TALL-104 LAMP-1 surface exposure, flow cytometry; cells stimulated with thapsigargin and PMA; inhibition, % at 10 µM; 360,000 compounds, 0.66% hits; AID 651702;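 active = inhibition above about 55%, limit read from the data; inconclusive = no clear call, values can overlap the other calls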
PDI turbidity – blocks human protein disulfide isomerase activity. AID 588391. P07237. inhibition, % at 10 µM. 350,000 compounds, 0.052% hits. PDI insulin aggregation turbidity, A650, 90 min;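 active = mean inhibition across replicates of 30% or more, whatever share of single replicates reach that level; inconclusive = mean inhibition below 30% while every single replicate reaches 30%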;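 also: absorbance from insulin aggregation driven by PDI reduction with DTT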
Target sequence (P07237 whole entry, looked up): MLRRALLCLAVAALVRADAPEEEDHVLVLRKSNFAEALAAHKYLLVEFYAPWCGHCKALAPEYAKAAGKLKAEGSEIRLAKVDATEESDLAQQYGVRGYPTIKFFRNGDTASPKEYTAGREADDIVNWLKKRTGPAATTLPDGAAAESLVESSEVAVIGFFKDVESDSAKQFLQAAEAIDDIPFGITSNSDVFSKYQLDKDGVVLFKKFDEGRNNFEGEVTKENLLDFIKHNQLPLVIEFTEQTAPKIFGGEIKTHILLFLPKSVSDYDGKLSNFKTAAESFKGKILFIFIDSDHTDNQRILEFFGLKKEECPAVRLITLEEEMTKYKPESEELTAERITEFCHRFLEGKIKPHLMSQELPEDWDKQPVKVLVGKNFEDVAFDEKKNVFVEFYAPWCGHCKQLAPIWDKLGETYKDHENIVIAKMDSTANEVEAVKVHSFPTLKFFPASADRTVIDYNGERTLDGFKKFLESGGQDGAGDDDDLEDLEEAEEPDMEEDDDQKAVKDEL
Vif inh – blocks HIV Vif function. inhibition, % at 7.49 µM. HEK293T cells, Vif self-association by quenched fluorescence, imaging, 24 h. 340,000 compounds, 0.35% hits; in the data active = inhibition above about 50%, passing the limit was not always enough; inconclusive = no clear call, values can overlap the other calls; inactive = below about 31%; also: some results filed as inactive read as strong as hits
NR2E3 ag-2 – activates human NR2E3 receptor. CHO-S Gal4-NCOR/VP16-NR2E3 two-hybrid, luciferase. 360,000 compounds, 0.35% hits. AID 602229. inhibition of corepressor binding, % at 3.98 µM. Q9Y5X4;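 active = inhibition above the mean of all tested compounds plus 3 SD, cut at about 70% in these data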;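 also: 0% = DMSO with NR2E3 transfected cells and 100% = cells lacking NR2E3 construct; higher means lower luciferase signal from less NR2E3 corepressor binding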
aDG glyco act – increases alpha dystroglycan glycosylation | Pro5-aDG cells, alpha-DG glycosylation AlphaScreen (IIH6); 0% Pro5, 100% B10-LARGE cell signal | activation, % at 10 µM | 360,000 compounds, 0.22% hits | AID 624168;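 active = activation of at least 8% versus controls, or a plate z-score of at least 8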;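 also: Pro5 are CHO cells carrying HIG-tagged alpha-DG that lacks glycosylation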
HIF-2a inh – blocks HIF-2a reporter activity; 786-0 RCC cells HIF-2a reporter, luciferase luminescence, overnight; 360,000 compounds, 0.72% hits; inhibition, % at 18.8 µM; AID 624352;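 active = inhibition of the luminescence signal of 40% or more relative to plate controls, in a single-dose primary screen at 18.75 µM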
CaV13 ICDI inh – Primary screen for inhibitors of IQ motif and Ca2+-dependent inactivation inhibitor domain binding in CACNA1D, Förster resonance energy transfer in living cells, …. HEK cells, CFP/YFP FRET ICDI-IQ, plate reader, 10 min; percent FRET-ratio fall versus neutral wells. inhibition, % at 12.3 µM. 340,000 compounds, 0.098% hits. AID 743397;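 active = mean replicate inhibition of at least 30% and at least 1% of replicates passing that level; inconclusive = only one of the two criteria is met; inactive = neither criterion is met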;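 also: 0% = median of the neutral control wells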
Peg3 prom inh – inhibitors of Peg3 promoter; HeLa PEG-Prom luciferase reporter, luminescence, overnight; inhibition, % at 20 µM; 360,000 compounds, 1.7% hits; AID 588405;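 active = inhibition of at least 50% at 20 µM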
* hit, by the source's call; u = inconclusive; x = not tested or not shown. An unsorted share of the library. About 3.5% of those tested had a hit in this group.

Value order: iPSC survival up, NR2E3 ag-1, TRPM1 prom inh, Exocytosis inh, PDI turbidity, Vif inh, NR2E3 ag-2, aDG glyco act, HIF-2a inh, CaV13 ICDI inh, Peg3 prom inh
CCN(c1ccc(C)cc1C)S(=O)(=O)c1nnc(NC(=O)c2ccco2)s1
    0.4, 12, -3, -10, -5, 12, 6, 0.0, 14, -4, 11
CN(c1ccccc1)S(=O)(=O)c1ccccc1Br
    6.2, 0, -12, 0, -4, -1, 11, -0.1, 0, -5, 11
CCCS(=O)(=O)N1CCN(C(=O)c2cccc(OC)c2)CC1
    -1.0, 1, -10, 2, 4, -2, -17, 0.2, 21, -19, 6
CC12CCCc3c(O)cc(=O)n(c31)-c1ccccc12 (stereo not given)
    -1.9, 1, 8, 0, -5, 2, -14, 0.3, 4, -1, 4
Cc1ccc(NC(=O)CCN2CCc3ccccc3C2)cc1
    0.1, 2, 13, -1, -3, x, -3, -0.1, -3, -6, -10
CCN(CC)CCNC(=O)c1cccc(NC(=O)C(=O)c2cc(Br)ccc2NC(C)=O)c1
    -0.5, 1, 7, 0, -3, -9, 5, 0.5, 16, 2, -1
COc1ccc(CCn2c(N)c(C#N)c3nc4ccccc4nc32)cc1OC
    5.0, 4, 12, 1, -11, 2, -22, -0.1, 9, -1, 12
C=CCc1c(C)nc(-c2ccccc2)nc1Nc1ccc(O)cc1
    0.4, -1, -5, -1, 13, -8, 14, 0.7, 14, -5, 18
COc1ccc(CC(N)c2csc(Nc3ccccn3)n2)cc1 (stereo not given)
    -2.1, x, x, 5, 6, 2, 1, 0.5, -38, -6, -33
CN1CCN(S(=O)(=O)c2cccc(C(=O)Nc3sc4c(c3C(N)=O)CCCC4)c2)CC1
    -2.5, 1, 11, -2, 3, -12, 6, 0.8, 3, x, 14
CCCn1nnc(NC(=O)COc2ccccc2Cl)n1
    2.6, 3, -12, -5, -12, -1, 4, -0.1, -125, -7, -45
CC(OC(=O)c1ccc(F)cc1)C(=O)Nc1nc(-c2cccc([N+](=O)[O-])c2)cs1 (stereo not given)
    1.4, -1, -3, 1, -6, -5, -6, -0.1, -42, -5, -60
CC(C)(C)c1ccc(-n2ncc3c2CCCC3NC(=O)CN2CCCC2=O)cc1 (stereo not given)
    -0.3, 3, 3, -2, 0, -28, 44, 1.5, 7, -5, 0
O=C1NC(c2ccc(Br)cc2)=N/C1=C/c1ccco1
    0.3, 1, -92, -2, 9, 4, -26, -0.1, -258, -4, -202
COC(=O)Cn1c(-c2ccc(OC)cc2)c(-c2ccc(OC)cc2)nnc1=O
    1.3, 0, -10, 8, 1, 12, 15, -0.1, -3, -5, -28
O=C(NCc1cccnc1)C(=O)NCC1OCCN1S(=O)(=O)c1cc(F)ccc1F (stereo not given)
    -0.1, -5, 3, 1, -1, 4, -18, 0.0, 24, 2, 11
O=[N+]([O-])c1cccc(NC(=S)N2CCN(c3ccccn3)CC2)c1
    -0.3, x, 18, -1, 15, -16, 12, -0.1, -69, -3, -21
O=C(CNC(=O)c1ccc(Br)cc1)Nc1ccc2c(c1)CCC2
    -3.3, x, 2, -4, 0, 4, -3, 0.3, 3, -17, -12
O=C(N/N=C\c1c[nH]c2ccccc12)c1ccc(O)cc1
    -0.4, x, 3, 2, 7, -12, -31, 0.2, -6, -4, -27
Cc1cc(C)c2c3c(sc2n1)C(=O)N(c1ccccc1)CC(=O)N3
    -0.4, -1, 11, -2, -1, 0, 14, -0.1, -2, -20, -10

The list goes on; the last two above are carried over.
Value order: iPSC survival up, NR2E3 ag-1, TRPM1 prom inh, Exocytosis inh, PDI turbidity, Vif inh, NR2E3 ag-2, aDG glyco act, HIF-2a inh, CaV13 ICDI inh, Peg3 prom inh
O=C(N/N=C\c1c[nH]c2ccccc12)c1ccc(O)cc1
    -0.4, x, 3, 2, 7, -12, -31, 0.2, -6, -4, -27
Cc1cc(C)c2c3c(sc2n1)C(=O)N(c1ccccc1)CC(=O)N3
    -0.4, -1, 11, -2, -1, 0, 14, -0.1, -2, -20, -10
CN(C)c1ccnc2sc3c(=O)n(-c4ccccc4)cnc3c12
    -1.5, 1, -22, 0, 12, 9, -36, -0.1, -14, -5, -20
Cc1ccc(C(C)C)c(OCCCn2ccnc2C)c1
    1.3, 0, -3, 3, -2, 6, -5, 0.1, 12, -1, 10
CCn1c(=O)c(C(=O)NNC(=O)c2cccc(Cl)c2)c(O)c2ccccc21
    1.0, -1, -2, -21, -5, 0, 14, -0.1, 7, -4, -16
CN(C)c1ccc(C2Nc3ccccc3C(=O)N2NS(C)(=O)=O)cc1 (stereo not given)
    -0.5, x, -57, -17, -68, -6, -38, 0.0, -94, -17, -14
c1ccc2sc(-c3ccc4c(c3)OCO4)nc2c1
    -3.8, -1, 5, 0, -4, -5, -122, -0.3, -57, x, -62
CC1S/C(=N/N=C2CCCCC2)NC1=O (stereo not given)
    4.3, 5, 7, 7, 11, 2, -22, 0.2, -17, -3, -4
Clc1ccc(CN=C2Nc3ccccc3CS2)cc1
    -1.0, 4, -80, -2, -4, -2, -126, 0.0, -220, -4, -300
CCCCn1c(CCC(=O)O)nc2cc(S(=O)(=O)N3CCCC3)ccc21
    -2.0, x, -5, -4, 5, -2, -10, -0.2, -1, -6, 12
COc1ccc(NC(=O)CN(C)C(=O)c2cccc(S(=O)(=O)N3CC4(C)CC3CC(C)(C)C4)c2)cc1 (stereo not given)
    0.5, -4, 10, 3, 1, -3, -17, 0.5, 12, -16, 2
CCOc1cccc2sc(N(CCN(CC)CC)C(=O)c3ccc(S(=O)(=O)N4CCCCC4)cc3)nc12
    -0.5, -2, 23, 0, 19, x, -10, 0.1, 22, -3, -1
Cc1ccc2[nH]c(=O)c(CN(CC3CCCO3)C(=S)NCc3ccco3)cc2c1 (stereo not given)
    -1.3, 0, -5, 2, 13, -1, -1, 0.2, 31, -3, 24
CN1/C(=C\C(=O)C[n+]2ccc3ccccc3c2)C(C)(C)c2ccccc21
    -0.7, x, u, -1, 6, -5, -10, -0.1, 5, -6, 33
COc1ccc(CCNC(=O)[C@@H](NC(N)=O)C(C)C)cc1
    -3.9, -2, 0, 3, 12, 51*, -12, -0.4, 5, 4, -2
Cn1ccnc1SCCNC(=O)CCc1nnc(CCc2ccccc2)o1
    1.2, 3, 4, 0, 10, 4, 1, 0.4, -10, -5, 1
CCC(C)NC(=O)c1cc2cc3ccc(OC)cc3nc2s1 (stereo not given)
    -4.8, 1, -40, -2, -14, -20, -115, 0.3, -182, -4, -132
Cc1ccc(-c2c[n+](CC(=O)Nc3nc(-c4ccc(F)cc4)cs3)c3n2CCC3)cc1
    -0.9, -1, 17, 8, 16, 0, -7, -0.1, -30, -14, -22
Cc1nc(CSc2ccccc2)cc(=O)[nH]1
    -0.2, 1, 5, 7, -6, 35, 14, 0.1, 8, -4, 21
COC(=O)/C(=C\Nc1ccccc1N)c1ncc(C(F)(F)F)cc1Cl
    0.3, -2, 9, -1, 3, x, -184, 0.3, -86, -5, -5
Cc1ccc(Oc2nc(CN3CCOCC3)nc3sc4c(c23)CCC(C)C4)cc1 (stereo not given)
    3.8, 0, 9, 2, 1, 6, -12, 0.5, 5, -3, 5
COc1ccc(N(CC(=O)Nc2cc(C)ccc2OC)S(=O)(=O)c2c(C)noc2C)cc1
    -1.3, 0, 11, 1, -4, -13, -10, 0.9, 22, -6, 17

The list goes on:
Value order: iPSC survival up, NR2E3 ag-1, TRPM1 prom inh, Exocytosis inh, PDI turbidity, Vif inh, NR2E3 ag-2, aDG glyco act, HIF-2a inh, CaV13 ICDI inh, Peg3 prom inh
COCCc1nnc(NC(=O)C(C)C)s1
    0.8, -1, -1, -5, -3, -4, -20, 0.0, 11, -5, 5
CC(OC(=O)Cc1n[nH]c(=O)c2ccccc12)C(=O)N(C)c1ccccc1 (stereo not given)
    3.5, x, x, -6, 6, x, -2, -0.2, 17, -9, 25
CCOC(=O)NC(NCc1cccc(C(F)(F)F)c1)(C(F)(F)F)C(F)(F)F
    -1.2, 0, -6, -6, -19, -1, 18, -0.1, 11, -3, 7
CC(O/N=C(\N)c1ccccc1)C(=O)Nc1cccc(C(F)(F)F)c1 (stereo not given)
    -0.4, x, -2, 8, 0, -1, -13, 0.5, 0, -4, 8
O=C(NCc1ccccc1)C1=C[C@H](C2CC2)C[C@H](OCCCCO)O1
    0.0, 2, 1, 0, 6, 5, -16, -0.1, 0, -11, -1
CC(C)C1=NN(C(=O)c2ccccc2)C(O)(C(C)(C)C)C1 (stereo not given)
    -0.4, 0, -6, 2, 0, -12, -123, 0.1, -18, -4, 7
Cn1c(C(C(=O)NCC2CCCO2)N(C(=O)Cn2nnc3ccccc32)C2CCCCC2)nc2ccccc21 (stereo not given)
    2.5, 0, 19, -1, -3, -6, -11, 0.4, 20, -8, 18
Cn1c(=S)c2[nH]c(SCc3cccnc3)nc2n(C)c1=O
    -1.1, x, 9, -4, -13, -2, 42, 0.3, 2, -8, 14
Cn1c(N)c(C(=O)NCc2ccccc2)sc1=S
    2.2, 0, 6, 1, -7, 6, -6, 0.4, 9, -4, 9
CS(=O)(=O)c1ccc(-c2cccc(NC(=O)COc3ccccc3)c2)nn1
    0.5, 4, 16, 0, -7, 3, -39, 0.1, 2, -15, 8
NC(c1csc(Nc2cc(Oc3ccccc3)ncn2)n1)c1ccccc1Cl (stereo not given)
    -4.2, x, x, 18, 5, -17, 12, 0.6, 9, -7, 13
Nc1ccccc1C#Cc1ccc2[nH]ccc2c1
    2.6, 1, -61, -4, -4, -3, -149, 0.1, -321, -9, -363
COc1ccccc1N(CC(=O)NCCN1CCOCC1)S(=O)(=O)c1ccccc1
    0.2, -5, -6, -21, -9, 7, -26, 0.0, -1, -6, 0
CCc1cccc(CC)c1NC(=O)COC(=O)c1ccccc1-c1nc2ccccc2s1
    -0.8, 2, 3, 0, -4, -6, -6, 0.3, 22, 2, 18
COc1ccc(CCNC(=O)C(=O)Nc2nccs2)cc1OC
    0.1, -1, 0, -4, -13, 2, -12, 0.0, -7, -2, -6
Cn1c(SCC(=O)NNC(=O)c2ccc(Br)cc2)nnc1-c1cccnc1
    2.1, 2, 12, -1, -9, 13, -14, 0.0, 10, -6, 2
CN1CCN(S(=O)(=O)c2cccc(C(=O)Nc3nccs3)c2)CC1
    -0.5, 0, -7, -2, 1, -3, -6, 0.0, 9, -6, 3
Cc1cc2c(c(SCC(=O)N(C)c3ccccc3)n1)C(=O)OC2
    0.4, 3, 10, 0, 9, 10, -6, 0.0, 15, -4, -1
CN1CCCC1(C)C(=O)Nc1ccc(-n2cccc2)cc1 (stereo not given)
    -0.9, x, x, -1, 5, 2, -20, 0.1, -132, -9, -100
CCCCNC(=O)Cn1c(=O)oc2cc(S(=O)(=O)N3CC(C)CC(C)C3)ccc21 (stereo not given)
    -1.8, 1, 8, 2, -14, -9, -19, -0.1, 22, -6, 19
COc1ccccc1C1=NOC(COC(=O)c2ccc3ccccc3n2)C1 (stereo not given)
    -2.2, 0, 10, 0, 4, 4, -14, 0.0, 4, x, 17
